ER stress surv: protection against thapsigargin ER stress killing – CSM14.1 cells, ATP luminescence, primary screen; relative survival (cellular ATP), % at 15 µg/mL (by protocol); CSM14.1 thapsigargin ER stress survival; AID 1010, 2008; hit rate 0.33% among 48,000;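 active = survival measured by cellular ATP above 50% at 15 µg/ml in the first screen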;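 note: cell death triggered by about 15 µM thapsigargin; ATP read 24 h after thapsigargin was added; plate controls were thapsigargin with DMSO for no effect and DMSO without thapsigargin for full effect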
Active calls of the source: *.

SMILES	ER stress surv
Nc1nc(Nc2nc(N3CCCC3)cc(C(F)(F)F)n2)cc(C(F)(F)F)n1	-1.1
Cc1ccc(OCC(=O)Nc2nc3ccccc3s2)cc1	0.1
O=C(/C=C/c1ccccc1)Nc1nnc(C2CCCC2)s1	3.5
CCOc1ccc(-c2cc(C(=O)N/N=C/c3ccc(C(=O)OC)cc3)[nH]n2)cc1	9.1
CCOc1ccc(C(NC(=O)c2ccco2)c2ccc(OC)c(OC)c2)cc1 (stereo unspecified)	3.5
C=CCOC(=O)C(CC=C)(C(F)(F)F)C(F)(F)F	4.4
Cc1ccc2ncnc(Nc3ccccc3Cl)c2c1	0.7
CCOC(=O)C1CCN(C(=O)c2cc3c(C)nn(-c4ccccc4)c3s2)CC1	-0.1
Cc1cc(/C=N/n2cnnc2)c(C)n1C	-0.7
COc1cccc(C2CC(=O)Nc3c2cc(Br)c2ccccc32)c1OC (stereo unspecified)	-1.2
O=C(c1ccc2ccccc2c1)N1CCN(c2ccc([N+](=O)[O-])cc2)CC1	1.3
Cc1cccc(N2C(=O)NC(=O)/C(=C\c3ccc(-c4ccccc4C(=O)O)o3)C2=O)c1	0.2
CC(C)c1ccc(CNC(=O)CSc2nc3ccccc3o2)cc1	2.5
CCOc1ccc(-n2c(CN3C(=O)c4ccccc4C3=O)nc3ccccc3c2=O)cc1	-2.1
O=[N+]([O-])c1cccc(C2Nc3c(cccc3[N+](=O)[O-])C3C=CCC32)c1 (stereo unspecified)	0.0
CC1=C(C(=O)Nc2ccc(C)cc2)C(c2ccccc2Br)NC(=S)N1 (stereo unspecified)	-4.4
O=C(NC(C(=O)Nc1nccs1)C12CC3CC(CC(C3)C1)C2)c1ccccc1 (stereo unspecified)	1.7
O=C1N=c2ccc(Br)cc2=C1c1sc(NS(=O)(=O)Cc2ccccc2)nc1O	2.7
COc1ccc2c(c1[N+](=O)[O-])CCC/C2=N/OC(=O)c1ccccc1SC	9.3
O=C(NCc1ccccc1)c1cc2nc(-c3ccccc3)cc(C(F)(F)F)n2n1	0.3
CCOC(=O)NCc1ccc(Cl)cc1	0.6
CCCC1=NN2C(=N)/C(=C/c3ccc(-c4ccc(F)cc4)o3)C(=O)N=C2S1	1.7
Cc1ccc(NC(=O)c2ccc3c(c2)OCCO3)c([N+](=O)[O-])c1	1.8
O=[N+]([O-])c1cccc(S(=O)(=O)Nc2ccc3c(c2)OCCO3)c1	2.9
COc1ccccc1C1CC(c2ccc(Br)cc2)=NN1C(=O)CCC(=O)O (stereo unspecified)	6.0

Other structures follow:
SMILES	ER stress surv
COc1cccc2cc(C(=O)Nn3cnnc3)c(=O)oc12	2.3
CN(C)c1nc(N(C)C)nc(N2CC(=O)N(N)C2=N)n1	7.2
N#C/C(=C\c1ccc(-c2cccc(Cl)c2Cl)o1)C(=O)NCc1ccco1	5.5
COc1ccc(C(=O)N2CCN(C(=O)c3ccncc3)CC2)cc1	0.5
O=C(COc1ccc2ccccc2c1)Nn1cnnc1	1.8
CCOC(=O)C(CCOCCOc1ccc(Cl)cc1C)C(=O)OCC	0.1
COc1cc(/C=N/NC(=O)COc2cccc(C)c2)cc([N+](=O)[O-])c1O	-4.0
CC1=C(C)CC2C(=O)N(c3cccc4ccccc34)C(=O)C2C1 (stereo unspecified)	13.6
O=Cc1cn[nH]c1-c1ccc(Cl)cc1	-3.2
O=C(CN1C(=O)C2(OCCO2)c2cc(Br)ccc21)c1ccc(Br)cc1	-9.9
Cc1ccc(-n2c(SCC(=O)N3CCOCC3)nc(O)c(Cc3ccccc3)c2=O)cc1	6.8
NC(=O)C(=O)Nc1ccc2c(c1)OCCO2	-4.8
Brc1ccc2ncnc(Nc3ccccc3)c2c1	0.3
CC(C)CNC(=O)NC1C(NC(=O)NCC(C)C)N(C)C(=O)N1C (stereo unspecified)	6.3
COc1ccc(CCNC(=O)COc2ccc(Br)cc2)cc1OC	5.8
O=[N+]([O-])c1ccc(/C=N/Nc2nnc(-c3ccccc3)c(-c3ccccc3)n2)cc1	4.1
Brc1ccc2ncnc(Nc3ccc4c(c3)OCCO4)c2c1	3.5
O=C(CCc1ccccc1)Nc1c(F)c(F)c(F)c(F)c1F	-2.4
COc1ccc(OC)c(NC(=O)Cc2ccc([N+](=O)[O-])cc2)c1	4.3
CC1(C)CC(=O)c2c(oc3c(Br)cc(NS(=O)(=O)c4ccccc4)cc23)C1	16.1
CCOc1ccc(S(=O)(=O)NCc2ccco2)c2ccccc12	-0.2
COc1ccc(C(=O)CSc2nnc(COc3ccc(Cl)cc3Cl)o2)cc1	8.3
Cc1nnc(N/N=C\c2c(Cl)cccc2Cl)[nH]c1=O	4.7
O=C(/C=C/c1ccc([N+](=O)[O-])cc1)N1CCN(CCN2C(=O)c3cccc4cccc(c34)C2=O)CC1	10.7
COc1ccc(C2CC(c3cccs3)=NN2c2ccc(C=O)cc2)cc1 (stereo unspecified)	-0.9

Exported as a markdown table: part of the list above.
| mol | ER stress surv |
| --- | --- |
| NC(=O)C(=O)Nc1ccc2c(c1)OCCO2 | -4.8 |
| Brc1ccc2ncnc(Nc3ccccc3)c2c1 | 0.3 |
| CC1(C)CC(=O)c2c(oc3c(Br)cc(NS(=O)(=O)c4ccccc4)cc23)C1 | 16.1 |

Of the compounds above, these have a thiophene ring, fused or not.
SMILES	ER stress surv
CCOC(=O)C1CCN(C(=O)c2cc3c(C)nn(-c4ccccc4)c3s2)CC1	-0.1
COc1ccc(C2CC(c3cccs3)=NN2c2ccc(C=O)cc2)cc1 (stereo unspecified)	-0.9

Later entries:
SMILES	ER stress surv
Cc1ccc(-c2ccc(C=O)o2)c(Br)c1	-7.2
Cc1ccc(/C=C/C(=O)NC2CCS(=O)(=O)C2)cc1 (stereo unspecified)	5.9
Clc1cccc(OCCCn2ccnc2)c1	6.5
COc1ccc(-n2c(=S)[nH]c3nc4c(cc3c2=O)COC(C)(C)C4)cc1	-3.4
CCCCOC(=O)c1ccc(NC(=O)c2c(Cl)cccc2Cl)cc1	0.6
Cc1ccc(N(CC(=O)Nc2c(C)cccc2C)S(=O)(=O)c2ccc(F)cc2)cc1	6.5
Cc1ccc(-c2csc(Nc3cccc4ccccc34)n2)cc1C	4.6
O=C1/C(=C/c2cc([N+](=O)[O-])ccc2Cl)SC(=S)N1c1ccccc1	9.1
COc1ccc(OC(C)C(=O)Nc2ccc(N(C)C)cc2)cc1 (stereo unspecified)	3.9
COc1cc(Br)c(/C=C2/SC(=S)NC2=O)cc1OC	9.7
Cc1c(Br)c(=O)[nH]c(=O)n1Cc1ccccc1	10.4
CCOc1ccc2ccc(OCC)c(/C=c3\sc4nc5ccccc5n4c3=O)c2c1	7.5
CC(C)(C)c1ccccc1OCC(O)CN1CCN(c2ccccc2)CC1 (stereo unspecified)	9.1
COc1cc(/C=c2\sc3nc4ccccc4n3c2=O)ccc1OS(=O)(=O)c1ccccc1[N+](=O)[O-]	7.2
Clc1cccc(-n2ncnc2-c2cccc(Br)c2)c1	10.5
CC(=O)C(C(C)=O)C1=CC(=O)C(=O)c2ccccc21	-15.1
CC1=NN(c2ccccc2)C(=O)/C1=C/c1ccc(OC2CSC2)cc1	-0.8
O=C(CSc1nc2ccccc2s1)Nc1ccc(/C=C/c2ccccc2)cc1	-1.4
COC(=O)c1ccccc1NC(=O)c1cccc([N+](=O)[O-])c1C	5.7
NC(=O)CNC(=O)c1ccc(C#CC2(O)CCCCC2)cc1	6.7
COc1ccc(Br)cc1CN1CCN(C2CCCCC2)CC1	-4.9
CC1(C)CC(=O)C2=C(C1)Nc1ccccc1NC2c1coc2c(Cl)cc(Cl)cc2c1=O (stereo unspecified)	2.4
CCOc1ccc(C2(C)C(=O)N(CN3CCOCC3)C(=O)N2CN2CCOCC2)cc1 (stereo unspecified)	-6.3
O=[N+]([O-])c1cccc(S(=O)(=O)Nc2ccc(I)cc2)c1	-1.1
Cc1sc(NC(=O)C2C3C=CC(C3)C2C(=O)O)nc1-c1ccccc1 (stereo unspecified)	3.3

Next results:
SMILES	ER stress surv
O=C(Nc1nnc(-c2ccco2)s1)c1ccccc1I	-7.2
Cc1ccc(/C=C(\C#N)c2nc(-c3cc4cc(Br)ccc4oc3=O)cs2)o1	11.7
CCCCNC(=O)C(=O)NCCN1CCOCC1	7.8
Oc1oc(-c2ccccc2)nc1C=Nc1ccc(I)cc1	6.4
O=C(Nc1ccccc1CO)c1ccc(F)cc1	-1.4
CCCS(=O)(=O)C(=C(Nc1ccc(OC)cc1)Nc1ccc(OC)cc1)S(=O)(=O)CCC	1.6
NNC(=O)COc1cccc2ccccc12	12.3
CSCCOC(=O)C1=C(C)NC(=O)NC1c1cccc([N+](=O)[O-])c1 (stereo unspecified)	5.6
CC(Oc1ccc(Cl)cc1Cl)C(=O)Nc1c(Cl)cccc1Cl (stereo unspecified)	-2.8
COc1ccc(S(=O)(=O)NCC(C)C)cc1Br	10.4
O=C1C=CC(=O)N1c1cccc(Cl)c1	2.2
CC1=C(C(=O)OC2CCCCC2)C(c2cccc(Cl)c2)C2=C(CC(C)(C)CC2=O)N1 (stereo unspecified)	6.7
O=C(NCc1ccco1)C1C2C3CCC(C3)C12 (stereo unspecified)	14.9
CC(O)C(=O)N/N=C/c1ccc(F)cc1 (stereo unspecified)	6.0
CC1=C(C)CC2C(=O)N(c3cccc(C(F)(F)F)c3)C(=O)C2C1 (stereo unspecified)	1.3
O=S(=O)(Nc1nc2ccccc2s1)c1cccc2cccnc12	3.6
COC(=O)CN(c1cccc(Cl)c1)S(=O)(=O)c1ccccc1	5.0
CCOc1ccc2c(c1)/C(=C1/SC(C(C)=O)=C(c3ccccc3)S1)C(=S)C(C)(C)N2	10.0
COc1ccc(C(=O)N2CCN(Cc3ccc(Br)cc3)CC2)cc1OC	2.9
C=CCOCCN(CCOCC=C)C1=NS(=O)(=O)c2cc([N+](=O)[O-])ccc21	11.2
CC(=O)Oc1ccc(-c2cccc(C(=O)NC(C)(C)C)c2)cc1	3.5
COc1cc(/C=C2/SC(=S)NC2=O)ccc1OC(=O)c1cccc(Br)c1	5.6
O=C(NC(=S)Nc1ccc(O)c(-c2nc3ccccc3o2)c1)c1ccco1	5.8
Cc1ccc(N2C(=O)/C(=C3/C(=O)N(C)c4ccccc43)SC2=S)cc1C	8.5
CCO/C(=N\S(=O)(=O)c1ccc(Br)cc1)c1ccccc1	0.2

Looked up by compound from the entries so far:
SMILES	ER stress surv
NNC(=O)COc1cccc2ccccc12	12.3
CC1=C(C)CC2C(=O)N(c3cccc(C(F)(F)F)c3)C(=O)C2C1 (stereo unspecified)	1.3
O=C(NC(=S)Nc1ccc(O)c(-c2nc3ccccc3o2)c1)c1ccco1	5.8
O=S(=O)(Nc1nc2ccccc2s1)c1cccc2cccnc12	3.6

Next records follow:
SMILES	ER stress surv
Cc1ccc(NC(=O)C2CC(=O)N=C(N)S2)cc1Cl (stereo unspecified)	-2.2
O=C1N=c2ccccc2=C1c1sc(Nc2cccc(O)c2)nc1O	-8.6
CCOc1ccc(C(=O)Nc2cccc(NC(=O)c3ccc(F)cc3)c2)cc1	-0.2
COc1cc(C2C(C(C)=O)=C(O)C(=O)N2CCN(C)C)ccc1O (stereo unspecified)	-0.7
Cc1[nH]c2ccc(C(=O)O)cc2c(=O)c1CCC(=O)O	5.1
O=C1OCC(CO)(CO)N=C1NNc1ccc([N+](=O)[O-])cc1	3.1
O=C(O)c1ccc(/C=C2\SC(=S)N(c3cccc(C(F)(F)F)c3)C2=O)cc1	0.6
C=CCc1cccc(/C=N/N=C2c3ccccc3Cc3ccccc32)c1O	1.7
CC1=NC(c2ccccc2)(c2ccccc2)c2ccccc2O1	-7.7
COc1cc(/C=N/Nc2nonc2N)cc(OC)c1OC	10.6
CC(C)(C)c1cc(Br)ccc1OCC(=O)Nc1cccc([N+](=O)[O-])c1	10.6
Fc1ccc(-c2csc(Nc3ccc(Cl)cc3)n2)cc1	3.4
O=C(O)CCCCCN1C(=O)C(=O)/C(=C(\O)c2ccc(Br)cc2)C1c1ccc(F)cc1 (stereo unspecified)	4.5
COC(=O)CN(c1ccc(Cl)cc1C)S(=O)(=O)c1ccc(C)cc1	5.1
Cc1cc(C)c(C=C2C(=O)c3ccccc3C2=O)c(C)c1C	4.0
O=CN(Cc1ccccc1)/N=C/c1ccc(Cl)cc1	0.6
COc1ccc(CCNC(=S)Nc2ccc(OC)cc2)cc1	-1.0
NC(=O)C1CCN(C(=O)COc2ccccc2)CC1	7.4
Cc1ccc(C(=O)N2CCCc3ccccc32)cc1	5.8
Cc1cc(C2CCC(c3ccc(NC(=O)c4cccs4)c(C)c3)CC2)ccc1NC(=O)c1cccs1 (stereo unspecified)	9.6
Cc1ccc(C)c(OCCN2CCCCC2)c1	-9.8
COc1ccc(-c2cn3cccc(C)c3n2)cc1Br	-1.8
COc1ccc(-c2nnc3ccc(C(F)(F)F)cn23)c(OC)c1	3.2
CCOC(=O)c1cccc(NC(=O)c2ccco2)c1	-2.9
COc1ccc(Br)cc1/C=C1/SC(=S)N(Cc2ccccc2)C1=O	10.8

Later entries:
SMILES	ER stress surv
Cc1occc1C(=O)Nc1sc2c(c1C#N)CCC(C)C2 (stereo unspecified)	3.6
CCOC(=O)C1=C(O)/C(=C/c2ccc(N(CC)CC)cc2)SC1=Nc1ccccc1	-1.4
CC(C)c1ccccc1NC(=O)COc1ccc2ccccc2c1	-1.1
CCc1ccccc1N(CC(=O)N1CCCC1)S(C)(=O)=O	-5.8
Cc1ccc(NC(=O)c2cc3ccccc3o2)c([N+](=O)[O-])c1	-0.4
COc1ccc(Cl)cc1NC(=O)c1cc(-c2ccccc2Cl)nc2ccccc12	4.2
COc1ccc(CN2CCN(C(=O)c3cccs3)CC2)cc1Br	-1.9
CC(=O)CC(=O)NCc1ccccc1Cl	-1.1
COC(=O)C1=C(C)N(Cc2cccnc2)C(=O)/C1=C\c1ccc(Br)cc1	7.5
Cc1ccc2oc(C(F)(F)F)cc(=O)c2c1	15.6
O=S(=O)(Cc1ccc(Cl)cc1)CC(O)COc1ccc(Cl)cc1 (stereo unspecified)	3.1
O=C(NCCCn1ccnc1)c1ccc(Br)o1	1.4
O=C(CSc1nc2ccccc2s1)CSc1nc2ccccc2s1	10.0
C=CCOc1c(I)cc(/C=C2/C(=O)NC(=O)N(c3cccc(C)c3)C2=O)cc1OC	0.0
CCCCCCCNc1nc(OC)nc(N2CCCCC2)n1	1.9

This is a subset; the hit share may differ from the screen's.
